ATG4B inh – ATG4B (human) cysteine protease inhibition | Q9Y4P1 | ATG4B cleavage of LC3-PLA2, NBD-HPC fluorescence, 1 h | inhibition, % at 8.33 µM | 0.51% of 340,000 active; in the data active = inhibition above about 40%
Target sequence (Q9Y4P1 whole entry, looked up): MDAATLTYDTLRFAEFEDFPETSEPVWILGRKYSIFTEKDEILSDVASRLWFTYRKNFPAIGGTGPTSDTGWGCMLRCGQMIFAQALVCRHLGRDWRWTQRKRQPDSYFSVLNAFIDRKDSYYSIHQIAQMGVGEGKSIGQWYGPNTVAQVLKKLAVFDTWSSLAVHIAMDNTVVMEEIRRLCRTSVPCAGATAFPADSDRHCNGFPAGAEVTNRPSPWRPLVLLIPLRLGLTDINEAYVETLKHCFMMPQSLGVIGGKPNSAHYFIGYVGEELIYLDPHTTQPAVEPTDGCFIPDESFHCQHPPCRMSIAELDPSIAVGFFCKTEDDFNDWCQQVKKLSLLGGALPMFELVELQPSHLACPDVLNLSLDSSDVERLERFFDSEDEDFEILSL
NALP3 yeast inh – inhibitors of NALP3 inflammasome in yeast. 0.39% of 330,000 active. inhibition, % at 10 µM. AID 2825. Yeast reconstituted NLRP3/ASC/caspase-1, beta-gal luminescence, 24 h;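 active = inhibition of 50% or more; inactive = inhibition below 50%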;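 note: plate controls were induced DMSO wells for no effect and uninduced yeast grown without galactose for full effect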
mIAP activ – increases mouse intestinal alkaline phosphatase activity. muIAP, CDP-Star luminescence, 30 min; hits give high values; 1 = vehicle-only enzyme signal, 0 = enzyme-free wells. activation factor at 10 µM. 0.24% of 330,000 active. AID 2805;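 active = activation factor of at least 2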; note: the source names both 10 and 20 µM as test concentration; values of inactives mirror those of a sister screen read the other way
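Assay system: mouse IAP enzyme / Compound: DMSO-dissolved test compounds / Timing: 30 min, room temperature / Measured by: luminescence from enzymatic CDP-Star hydrolysis / Control set: DMSO-only wells, enzyme-free buffer wells as negative control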
hIAP block – blocks human intestinal alkaline phosphatase. P09923. purified IAP, CDP-Star luminescence, 30 min. inhibition, % at 10 µM. 0.12% of 330,000 active;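 active = inhibition reaching a set limit with compound at 10 µM in the primary screen, cut at about 35% in these data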;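 note: plate controls were DMSO wells with enzyme for no effect and no-enzyme buffer wells for full effect; values of inactives mirror those of a sister screen read the other way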
Target sequence (P09923 whole entry, looked up): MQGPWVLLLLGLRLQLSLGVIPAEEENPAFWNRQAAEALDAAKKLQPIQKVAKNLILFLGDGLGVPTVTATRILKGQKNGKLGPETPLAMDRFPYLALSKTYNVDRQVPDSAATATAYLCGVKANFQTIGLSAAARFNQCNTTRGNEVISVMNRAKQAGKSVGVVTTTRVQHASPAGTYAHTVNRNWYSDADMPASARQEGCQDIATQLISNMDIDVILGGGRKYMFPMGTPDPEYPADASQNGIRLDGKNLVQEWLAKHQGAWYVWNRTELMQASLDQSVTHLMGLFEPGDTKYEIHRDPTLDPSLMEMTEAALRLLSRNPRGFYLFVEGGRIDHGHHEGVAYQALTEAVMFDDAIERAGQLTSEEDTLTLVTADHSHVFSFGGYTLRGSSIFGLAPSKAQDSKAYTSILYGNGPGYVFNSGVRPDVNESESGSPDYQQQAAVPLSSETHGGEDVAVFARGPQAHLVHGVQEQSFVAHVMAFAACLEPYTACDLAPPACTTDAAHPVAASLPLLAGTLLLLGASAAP
tim10-1 inh – growth inhibitors of tim10-1 mutant yeast | S. cerevisiae tim10-1 ts strain growth, BacTiter-Glo, 24 h | inhibition, % at 20 µM | 2.2% of 330,000 active | AID 463190;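 active = inhibition of at least 40%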;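 note: mutant grown at 25 °C; 0% = DMSO wells with yeast and 100% = wells holding no yeast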
TIM10 inh – TIM10 yeast growth inhibition. S. cerevisiae TIM10 strain growth, BacTiter-Glo luminescence, 24 h. inhibition, % at 10 µM. 1.4% of 330,000 active. AID 463195;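 active = inhibition of 40% or more at the single tested concentration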;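 note: wild-type TIM10 isogenic control strain grown at permissive 25 °C; 0% = DMSO yeast wells and 100% = minimal medium wells without yeast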
mIAP inh – blocks mouse intestinal alkaline phosphatase. inhibition, % at 10 µM. purified mouse IAP, CDP-Star luminescence, 30 min. 0.2% of 330,000 active;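 active = inhibition of at least 40% at 10 µM in the primary screen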;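 note: plate controls were DMSO with enzyme for no effect and no enzyme wells for full effect; values of inactives mirror those of a sister screen read the other way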
hIAP activ – human IAP activation; P09923; purified human IAP, CDP-Star luminescence, 30 min; hits give high values; 1 = vehicle-only enzyme, 0 = enzyme-free background; activation factor at 10 µM; 0.16% of 330,000 active;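 active = activation factor of the enzyme at least 2-fold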; note: the source names both 10 and 20 µM as test concentration; values of inactives mirror those of a sister screen read the other way
Apaf-1 inh – inhibitors of human Apaf-1 apoptosome; O14727; reconstituted apoptosome caspase-3 activity, DEVD-Rh110 fluorescence; inhibition, % at 20 µM; 0.71% of 330,000 active; AID 489030; active = inhibition of at least 40% at 20 µM;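 note: plate controls were DMSO wells for no effect and DEVD-CHO caspase inhibitor wells for full effect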
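System: reconstituted apoptosome with Apaf-1, cytochrome c, caspase-9, procaspase-3, dATP; Signal: Rh110 fluorescence intensity; Schedule: 30 min compound preincubation, 50 min activation, room temperature; Reagent: cytochrome c trigger plus (Z-DEVD)2-Rh110 caspase-3 substrate.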
An asterisk follows results filed as active; i = inactive.

#1 O=C(O)c1[nH]c2ccccc2c1C(c1cc(Cl)cc([N+](=O)[O-])c1O)c1c(C(=O)O)[nH]c2ccccc12
#2 COc1ccc(/C=N/NS(=O)(=O)c2ccc(F)cc2)cc1CN1CCSCC1
#3 CCC1(Cc2ccccc2)NC(=O)c2ccccc2O1 (centres undefined)
#4 O=C(NC1CCCC1)c1cc(-c2ccccc2O)on1
#5 O=C(C[n+]1ccc(-c2nnc3n2CCC3)cc1)c1ccc(Cl)c(Cl)c1

Compound	1	2	3	4	5
ATG4B inh	58*	-4	5	-4	-5
NALP3 yeast inh	8	2	21	26	20
mIAP activ	0.8	0.99	0.93	1	0.93
hIAP block	-6	-10	4	5	4
tim10-1 inh	-9	-2	-4	-3	6
TIM10 inh	-2	6	2	-15	8
mIAP inh	20	1	7	0	8
hIAP activ	1.1	1.1	0.96	0.95	0.96
Apaf-1 inh	12	-22	5	11	1

#6 Cc1ccc(-n2nnnc2-c2cnn(-c3ccc(F)cc3)c2C(F)(F)F)cc1
#7 CCN(CC)c1ccc(/C=N/N2CCN(Cc3ccccc3Cl)CC2)cc1
#8 Nc1cc(=O)[nH]c(SCC(=O)NC2CCCc3ccccc32)n1 (centres undefined)
#9 CC(NC(=O)Cc1ccc([N+](=O)[O-])cc1)c1ccc2c(c1)OCO2 (centres undefined)
#10 Nc1nnc(SCC(=O)Nc2cccc(S(=O)(=O)N3CCOCC3)c2)s1

Compound	6	7	8	9	10
ATG4B inh	-4	7	-14	-2	1
NALP3 yeast inh	5	17	-1	3	15
mIAP activ	1	1	0.97	0.99	0.98
hIAP block	7	-6	7	0	6
tim10-1 inh	41*	7	0	-8	-18
TIM10 inh	6	6	-8	-20	4
mIAP inh	0	0	2	1	2
hIAP activ	0.93	1.1	0.93	1	0.94
Apaf-1 inh	18	9	-4	-26	2

#11 O=C(NCCS(=O)(=O)N1CCN(c2cccc(Cl)c2)CC1)c1ccco1
#12 Cc1ccc(S(=O)(=O)N2CCCC2C(=O)NCCc2ccccc2)cc1 (centres undefined)
#13 OCCc1c[nH]c2ccc(C(F)(F)F)cc12
#14 O=C(Nc1ccc(O)cc1)c1ccc2c(c1)C(=O)N(Cc1cccnc1)C2=O
#15 OCCc1ccc(O)cc1

Compound	11	12	13	14	15
ATG4B inh	3	8	4	11	-4
NALP3 yeast inh	3	9	21	12	5
mIAP activ	0.93	1.1	1.1	0.88	1.1
hIAP block	3	-1	9	8	9
tim10-1 inh	10	20	13	-15	2
TIM10 inh	6	-10	1	-9	9
mIAP inh	7	-10	-7	12	-8
hIAP activ	0.97	1	0.91	0.92	0.91
Apaf-1 inh	4	-1	6	0	-5

Entries of single compounds from above. Values in the order: ATG4B inh	NALP3 yeast inh	mIAP activ	hIAP block	tim10-1 inh	TIM10 inh	mIAP inh	hIAP activ	Apaf-1 inh
Shown for `COc1ccc(/C=N/NS(=O)(=O)c2ccc(F)cc2)cc1CN1CCSCC1` = -4	2	0.99	-10	-2	6	1	1.1	-22
Shown for `CCC1(Cc2ccccc2)NC(=O)c2ccccc2O1` (centres undefined) = 5	21	0.93	4	-4	2	7	0.96	5
Shown for `OCCc1c[nH]c2ccc(C(F)(F)F)cc12` = 4	21	1.1	9	13	1	-7	0.91	6

(further entries)
#16 O=C(CSCc1c(F)cccc1Cl)Nc1cccnc1
#17 C=CCNc1nc2c(c(=O)[nH]c(=O)n2C)n1CCOc1ccccc1
#18 O=C1CSC(c2ccc(F)cc2)N1c1c(F)cccc1F (centres undefined)
#19 COc1cccc(NC(=O)C(=O)N/N=C/c2ccc3c(c2)OCO3)c1
#20 COc1ccc(Br)cc1CN(C)C(=O)CNC(=O)c1ccc2ccccc2c1

Compound	16	17	18	19	20
ATG4B inh	-3	-2	-1	-7	-12
NALP3 yeast inh	5	-2	-3	1	18
mIAP activ	1	1	1	0.92	1
hIAP block	-2	-24	-3	0	3
tim10-1 inh	24	-9	-8	7	15
TIM10 inh	-14	-6	15	5	13
mIAP inh	-3	-2	0	8	-2
hIAP activ	1	1.2	1	1	0.97
Apaf-1 inh	4	-1	0	-3	30

#21 COc1ccc(Cl)cc1NC(=O)CN(C)C1CCS(=O)(=O)C1 (centres undefined)
#22 CCNc1nc(Oc2ccc(C(=O)OC)cc2)nc(N(C)C)n1
#23 CCC1(CC)Cc2ccccc2-c2nc(CCl)[nH]c(=O)c21
#24 CCCCN(C)CCN1C(=O)C2C(C(=O)Nc3ccc(OC)cc3)C3C=CC2(O3)C1C(=O)NC1CCCCC1 (centres undefined)
#25 Cc1ccc(S(=O)(=O)N(C)CC(=O)N2CCN(c3ccccn3)CC2)cc1

Compound	21	22	23	24	25
ATG4B inh	6	-3	-2	0	-3
NALP3 yeast inh	8	40	-3	16	-1
mIAP activ	1	1	0.91	1.1	0.9
hIAP block	-2	-4	-31	-15	-3
tim10-1 inh	6	26	28	7	12
TIM10 inh	4	18	26	-1	10
mIAP inh	-2	-4	9	-12	10
hIAP activ	1	1	1.3	1.1	1
Apaf-1 inh	3	2	8	0	-2

An excerpt from above, limited to mIAP inh and mIAP activ:
No.	structure	mIAP inh	mIAP activ
24	CCCCN(C)CCN1C(=O)C2C(C(=O)Nc3ccc(OC)cc3)C3C=CC2(O3)C1C(=O)NC1CCCCC1 (centres undefined)	-12	1.1
22	CCNc1nc(Oc2ccc(C(=O)OC)cc2)nc(N(C)C)n1	-4	1
21	COc1ccc(Cl)cc1NC(=O)CN(C)C1CCS(=O)(=O)C1 (centres undefined)	-2	1
25	Cc1ccc(S(=O)(=O)N(C)CC(=O)N2CCN(c3ccccn3)CC2)cc1	10	0.9
23	CCC1(CC)Cc2ccccc2-c2nc(CCl)[nH]c(=O)c21	9	0.91

Next section.
#26 CC1CCCCC1NC(=O)COn1nnc2ccc(Cl)cc21 (centres undefined)
#27 CCOC(=O)c1cc2c(nc1N)CC(C)(CC)OC2 (centres undefined)
#28 O=C(c1ccc(Cn2cc(Br)cn2)o1)n1cccn1
#29 CCCC(=O)Nc1ccc(C(=O)N/N=C/c2ccc([N+](=O)[O-])o2)cc1
#30 CCOc1ccc(NS(=O)(=O)c2ccc(C(=O)N(C)CC(=O)Nc3ccc(OC)cc3)cc2)cc1

Compound	26	27	28	29	30
ATG4B inh	-2	-2	0	-3	1
NALP3 yeast inh	2	9	2	12	9
mIAP activ	0.91	1	0.91	0.6	1
hIAP block	-9	-9	4	-28	0
tim10-1 inh	5	12	12	16	1
TIM10 inh	-14	8	-5	6	3
mIAP inh	9	-4	9	40*	-3
hIAP activ	1.1	1.1	0.96	1.3	1
Apaf-1 inh	5	4	-16	13	16

#31 COc1ccc(NC(=O)C(=O)N2N=C(C(C)C)CC2(O)C(F)(F)F)cc1 (centres undefined)
#32 N=c1c2c(-c3ccccc3)c(-c3ccccc3)oc2ncn1CCN1CCOCC1
#33 COc1ccc(/C=C/CN2CCC(CO)(Cc3ccccc3Cl)CC2)cc1
#34 COc1ccc(N=C(N)N=C(N)N)c(OC)c1
#35 O=P(c1ccccc1)(c1ccccc1)c1nc(-c2ccc(Cl)cc2)oc1N1CCOCC1

Compound	31	32	33	34	35
ATG4B inh	-1	-21	24	5	-20
NALP3 yeast inh	-1	-16	37	3	9
mIAP activ	0.98	0.9	0.98	1	0.96
hIAP block	8	-4	12	6	10
tim10-1 inh	2	20	24	21	18
TIM10 inh	3	-69	13	7	20
mIAP inh	2	10	2	0	4
hIAP activ	0.92	1	0.89	0.94	0.9
Apaf-1 inh	2	26	24	-4	13

#36 Cc1ccnc(Nc2nc(-c3c(C)nc4sccn34)cs2)c1
#37 CCOc1ccccc1N(CC(=O)Nc1ccc(C)cc1)S(C)(=O)=O
#38 CCc1cc2c(SCC(=O)NC(=O)c3cccn3C)ncnc2s1
#39 CCN1CCN=C1Nc1ccccc1
#40 CCc1nc(SCCO)c2oc3ccccc3c2n1

Compound	36	37	38	39	40
ATG4B inh	-1	-14	22	1	-9
NALP3 yeast inh	22	-14	17	0	50
mIAP activ	1.1	1.1	1.1	0.98	1.1
hIAP block	0	-4	5	2	-11
tim10-1 inh	44*	23	-6	2	40
TIM10 inh	45*	16	7	-10	-2
mIAP inh	-14	-8	-6	2	-13
hIAP activ	1	1	0.95	0.97	1.1
Apaf-1 inh	12	6	9	-11	10

#41 O=C(c1nc2ccccn2c1CNCCOc1cccnc1)N1CCOCC1
#42 COc1ccc(NC(=O)C2CCN(S(=O)(=O)c3c(C)noc3C)CC2)cc1
#43 O=C(CS(=O)c1ccc(C(F)(F)F)cc1[N+](=O)[O-])Oc1ccccc1 (centres undefined)
#44 C(=N\Nc1nc(N2CCCC2)nc(N2CCCC2)n1)/c1ccccc1OCc1ccccc1
#45 Cc1cc(NC(=O)CSc2nccn2C)no1

Compound	41	42	43	44	45
ATG4B inh	33	-4	-11	21	-6
NALP3 yeast inh	8	7	-19	19	4
mIAP activ	0.99	0.93	1.1	1	1
hIAP block	-6	-11	-16	2	13
tim10-1 inh	9	-8	50*	20	3
TIM10 inh	-10	8	70*	11	-5
mIAP inh	1	7	-14	-2	-4
hIAP activ	1.1	1.1	1.2	0.98	0.87
Apaf-1 inh	2	11	9	27	2

#46 COc1ccc(CC(=O)Nc2ccc3nc(SC)sc3c2)cc1OC
#47 CCOc1ccc(N2C(=O)CC(N(CCc3ccc(OC)cc3)C(=O)/C=C/C(=O)O)C2=O)cc1 (centres undefined)
#48 CC1CCN(Cc2cc(=O)oc3cc(O)c(Cl)cc23)CC1
#49 C=CCn1cc(CN2CCC(C(=O)Nc3cccc(-c4cccc(Cl)c4)c3)CC2)c(C)n1
#50 COc1ccc(C(=O)OCC[N+]2(C)CCCCC2)cc1
#51 O=C(NC1CCCCC1)N(Cc1nc2ccccc2c(=O)[nH]1)C1CCCC1
#52 CC1CCc2c(sc3ncnc(NS(=O)(=O)c4cccs4)c23)C1 (centres undefined)

Compound	46	47	48	49	50	51	52
ATG4B inh	7	-3	1	-11	4	-4	4
NALP3 yeast inh	5	9	13	12	6	3	-2
mIAP activ	1.2	1.1	0.93	6.5*	0.94	1	0.91
hIAP block	5	-6	-4	i	22	9	8
tim10-1 inh	-3	8	18	3	6	22	26
TIM10 inh	14	-3	7	9	-9	26	25
mIAP inh	-20	-12	7	i	6	-5	9
hIAP activ	0.95	1.1	1	7.9*	0.78	0.91	0.92
Apaf-1 inh	-5	4	5	33	-10	-1	0
